Screens deposited in PubChem BioAssay by Broad Institute.
Tcruzi prolif: blocks T. cruzi growth in NIH3T3 culture. T. cruzi beta-gal in NIH3T3, GalScreen luminescence, 90 h. inhibition, % at 8.34 µM. 5.9% of 77,000 active. AID 624255;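 active = mean inhibition above about 93%, with at least 55% of replicates each passing it, limit read from the data, passing the limit was not always enough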
GASC1 inh: blocks human GASC-1 (KDM4C) demethylase activity | GST-KDM4C 2-372, H3K9me3 peptide, LANCE TR-FRET | inhibition, % at 12.5 µM | 0.15% of 96,000 active | AID 720574;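 active = mean replicate inhibition above about 25%, with at least 55% of replicates also reaching it, limit read from the data, passing the limit was not always enough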
Target sequence (Q9H3R0 2-372 limits assumed): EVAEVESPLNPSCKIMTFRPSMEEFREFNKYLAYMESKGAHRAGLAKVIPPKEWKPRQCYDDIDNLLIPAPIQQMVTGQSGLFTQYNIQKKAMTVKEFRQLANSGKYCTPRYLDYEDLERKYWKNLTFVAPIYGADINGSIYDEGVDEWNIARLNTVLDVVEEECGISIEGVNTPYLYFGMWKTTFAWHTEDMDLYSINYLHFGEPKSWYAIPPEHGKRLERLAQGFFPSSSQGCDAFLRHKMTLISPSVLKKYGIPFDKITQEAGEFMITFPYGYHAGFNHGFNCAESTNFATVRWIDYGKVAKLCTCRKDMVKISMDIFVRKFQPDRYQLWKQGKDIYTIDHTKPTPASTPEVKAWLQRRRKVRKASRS
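Material: GST-tagged GASC-1 (JMJD2C) catalytic fragment, aa 2-372. Input: enzyme final amount 10 nM. Medium: HEPES buffer, pH 7.5, plus ascorbate. Reagent: H3K9me3 peptide substrate, Fe(II), 2-oxoglutarate. Doses: single dose. Times: reaction 30 min RT, detection step 1 h RT. Measured by: LANCE TR-FRET. Evaluation: Fall in 671/618 emission ratio as inhibition.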
C diff growth: inhibitors of Clostridium difficile growth. Clostridium difficile clinical isolate growth, OD600, 24 h; hits give low values. growth activity, negative = inhibition, % at 16 µg/mL (by protocol). 0.25% of 86,000 active. AID 1259249;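 active = mean growth activity at or below -80% and every replicate also at or below -80%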;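 note: 0% = DMSO wells and -100% = levofloxacin 16 µg/mL wells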
Pf Dd2 inh: P. falciparum Dd2 growth inhibition; 2.3% of 94,000 active; SYBR Green, 72 h; hits give low values; activity change, % at 10 µM; AID 1159554; in the data active = activity change below about -80%
Active calls of the source: *; nt = no result given. Random draw from the library, and some 7% of all compounds hit somewhere here.

SMILES	Tcruzi prolif	GASC1 inh	C diff growth	Pf Dd2 inh
C[C@H]1CCCCO[C@H](CN(C)Cc2ccc3c(c2)OCO3)[C@@H](C)CN([C@@H](C)CO)C(=O)c2cc(NS(=O)(=O)c3cn(C)cn3)ccc2O1	83.9	-2.7	-1.7	17.5
COc1cccc(S(=O)(=O)N[C@@H]2CC[C@H](CCn3cc(-c4ccccn4)nn3)O[C@@H]2CO)c1	71.5	2.1	-4.2	-23.7
C[C@H]1CN([C@@H](C)CO)C(=O)c2cc(C#Cc3ccncc3)cnc2O[C@@H]1CN(C)S(=O)(=O)c1ccccc1F	35.9	-0.8	3.8	-10.8
C[C@H](CO)N1C[C@H](C)[C@H](CN(C)C(=O)Nc2ccccc2F)Oc2ncc(-c3ccc(F)cc3)cc2C1=O	30.3	-1.0	7.8	-5.1
N#C[C@H]1[C@@H](c2ccc(C#Cc3ccccc3F)cc2)[C@H](CO)N1C(=O)C1CC1	94.6	-2.3	-16.3	-34.8
C[C@@H]1CN([C@H](C)CO)C(=O)Cc2cc(NC(=O)C3CCCCC3)ccc2O[C@H]1CN(C)C(=O)Nc1ccc(F)cc1	2.1	-1.5	-3.4	12.8
C[C@@H]1CN([C@H](C)CO)C(=O)Cc2cc(NS(=O)(=O)c3ccc(F)cc3)ccc2O[C@H]1CN(C)Cc1ccc(-c2ccccc2)cc1	30.2	0.7	nt	6.5
COc1ccc(CNC(=O)C[C@H]2C[C@H]3c4cc(NC(=O)NC5CCCC5)ccc4O[C@H]3[C@H](CO)O2)cc1	-35.2	-1.0	7.6	40.0
C[C@@H]1CCCCO[C@H](CN(C)C(=O)c2ccccc2)[C@@H](C)CN([C@H](C)CO)C(=O)c2cc(NC(=O)Nc3ccc4c(c3)OCO4)ccc2O1	23.2	-1.9	14.1	5.7
COCCNC(=O)C[C@@H]1CC[C@H]2[C@@H](COC[C@H](O)CN2S(=O)(=O)c2ccccc2C)O1	9.7	1.6	nt	5.3

One compound at a time, as listed above. Values in the order: Tcruzi prolif	GASC1 inh	C diff growth	Pf Dd2 inh
`C[C@@H]1CCCCO[C@H](CN(C)C(=O)c2ccccc2)[C@@H](C)CN([C@H](C)CO)C(=O)c2cc(NC(=O)Nc3ccc4c(c3)OCO4)ccc2O1` in the list: 23.2	-1.9	14.1	5.7
`COc1cccc(S(=O)(=O)N[C@@H]2CC[C@H](CCn3cc(-c4ccccn4)nn3)O[C@@H]2CO)c1` in the list: 71.5	2.1	-4.2	-23.7
`N#C[C@H]1[C@@H](c2ccc(C#Cc3ccccc3F)cc2)[C@H](CO)N1C(=O)C1CC1` in the list: 94.6	-2.3	-16.3	-34.8

More compounds.
SMILES	Tcruzi prolif	GASC1 inh	C diff growth	Pf Dd2 inh
COCC(=O)Nc1ccc2c(c1)C(=O)N(C)C[C@H](OC)[C@H](C)CN(C(=O)c1cnccn1)[C@H](C)CO2	5.7	1.6	-3.2	10.1
C[C@H]1CN([C@@H](C)CO)C(=O)c2cc(NS(=O)(=O)c3ccc(F)cc3)ccc2O[C@H]1CN(C)C(=O)Nc1ccc2c(c1)OCO2	-11.3	1.5	3.5	5.8
CCC(=O)Nc1ccc2c(c1)C(=O)N(C)C[C@H](OC)[C@H](C)CN(Cc1cncnc1)[C@@H](C)CO2	6.0	-0.1	nt	nt
C[C@H](CO)N1C[C@H](C)[C@H](CN(C)Cc2ccc(C(=O)O)cc2)OCCCC[C@H](C)Oc2ccc(NC(=O)c3ccncc3)cc2C1=O	16.7	0.9	-1.4	50.5
COCC(=O)N(C)C[C@H]1Oc2cc(C#CC(C)(C)O)ccc2S(=O)(=O)N([C@@H](C)CO)C[C@@H]1C	nt	3.1	-1.1	7.2
CO[C@@H]1CN(C)C(=O)c2ccc(NC(=O)C3CCC3)cc2OC[C@H](C)N(CC2CCCCC2)C[C@@H]1C	3.1	1.9	nt	-69.2
Cc1cc(C(=O)Nc2cccc3c2O[C@@H](CN(C)Cc2ccc4c(c2)OCO4)[C@@H](C)CN([C@@H](C)CO)C3=O)n(C)n1	32.8	1.5	-1.6	-44.8
CN1[C@H](C(=O)NCCc2ccccc2)[C@@H](CO)[C@@H]2Cn3c(cccc3=O)[C@@H]21	92.3	-0.6	-1.3	-1.0
CO[C@H]1CN(C)C(=O)c2ccc(NC(=O)c3ccc4c(c3)OCO4)cc2OC[C@H](C)N(CCC(F)(F)F)C[C@@H]1C	-29.9	0.4	nt	-60.9
CC=Cc1ccc2n(c1=O)C[C@@H]1[C@@H](CO)[C@H](C(=O)N[C@H](C)c3ccccc3)N(C(=O)c3ccccn3)[C@H]21 (mixture of isomers)	59.4	-3.4	3.5	-4.1
C[C@@H]1CCCCO[C@H](CN(C)C(=O)Nc2ccc(F)cc2)[C@@H](C)CN([C@@H](C)CO)C(=O)c2cc(NS(=O)(=O)c3cn(C)cn3)ccc2O1	-9.7	-1.8	0.5	25.0
C[C@@H]1CN([C@H](C)CO)C(=O)c2cccc(NS(C)(=O)=O)c2O[C@H]1CN(C)Cc1ccc(Cl)c(Cl)c1	27.1	1.2	2.5	-15.8
C[C@@H]1CN([C@@H](C)CO)C(=O)c2cc(NS(C)(=O)=O)ccc2O[C@@H]1CN(C)Cc1ccccc1	19.2	-0.4	-5.2	43.8
C[C@H]1CN([C@@H](C)CO)C(=O)c2cccc(NC(=O)c3nc4ccccc4s3)c2O[C@H]1CN(C)S(=O)(=O)c1cn(C)cn1	71.4	-0.2	nt	2.3
CCC(=O)N1C[C@@H](C)[C@H](OC)CN(C)C(=O)c2ccc(NC(=O)c3ccccc3)cc2OC[C@@H]1C	50.9	0.0	nt	9.4
O=C(c1ccccc1)N1C[C@H]2[C@@H](c3ccccc31)[C@@H](CO)N2Cc1ccccc1F	56.6	-0.2	-2.5	5.9
Cc1ccc(S(=O)(=O)N(C)C[C@H]2OCCCC[C@@H](C)Oc3ccc(NS(=O)(=O)c4cn(C)cn4)cc3C(=O)N([C@@H](C)CO)C[C@H]2C)cc1	50.8	-1.0	-1.2	-15.5
CC(C)CC#Cc1cnc2c(c1)C(=O)N([C@H](C)CO)C[C@@H](C)[C@H](CN(C)Cc1ccccc1)O2	38.2	0.9	-0.3	-30.4
O=C(C[C@H]1C[C@H]2c3cc(NC(=O)C4CCC4)ccc3O[C@H]2[C@@H](CO)O1)NCc1ccccc1	-9.4	1.2	nt	11.8
COc1ccc(NC(=O)N2CCCCN3[C@@H](CO)[C@H](c4ccc(-c5ccccc5C)cc4)[C@@H]3C2)cc1	102.3*	-2.0	5.2	1.7
O=C(NC1CCCCC1)N1CC(=O)N2[C@H](C1)[C@H](c1ccc(/C=C/c3ccccc3)cc1)[C@@H]2CO	nt	-1.0	3.5	-1.2
C[C@@H]1CN([C@@H](C)CO)C(=O)c2cc(C3=CCCC3)cnc2O[C@H]1CN(C)C(=O)Nc1cccc(F)c1	nt	0.0	-2.2	9.2
C[C@H](CO)N1C[C@H](C)[C@H](CN(C)S(=O)(=O)c2ccc(Oc3ccccc3)nc2)OCc2cnnn2CCCC1=O	52.6	nt	nt	-23.4
CC(C)C#Cc1ccc2c(c1)O[C@@H](CN(C)C(=O)CN(C)C)[C@H](C)CN([C@@H](C)CO)S2(=O)=O	58.7	0.9	-1.3	-7.7
C[C@H]1CN([C@@H](C)CO)C(=O)c2cc(NC(=O)Nc3ccc(C(F)(F)F)cc3)ccc2O[C@H]1CN(C)Cc1ccc(C(=O)Nc2ccccc2N)cc1	nt	12.4	24.9	-64.4
C[C@@H]1CCCCO[C@@H](CN(C)Cc2ccccc2)[C@H](C)CN([C@H](C)CO)C(=O)c2cc(NS(=O)(=O)c3cn(C)cn3)ccc2O1	nt	-1.2	4.4	-14.2
C[C@H](CO)N1C[C@H](C)[C@H](CN(C)S(C)(=O)=O)Oc2ccc(NC(=O)CCC(F)(F)F)cc2C1=O	6.9	1.0	0.5	2.7
O=C(C1CCOCC1)N1CC2(C1)[C@H](c1ccccc1)[C@@H](CO)N2Cc1ccc(Cl)cc1	nt	0.6	-7.6	-40.3
C[C@@H]1CN([C@H](C)CO)C(=O)Cc2cc(NC(=O)CCC(F)(F)F)ccc2O[C@H]1CN(C)C(=O)Nc1ccc2c(c1)OCO2	20.1	0.7	-0.7	10.1
COc1cccc(NC(=O)N(C)C[C@@H]2Oc3ncc(C#Cc4ccncc4)cc3C(=O)N([C@H](C)CO)C[C@H]2C)c1	nt	-1.7	2.5	-9.7
COCC#Cc1ccc2c(c1)O[C@H](CN(C)Cc1ccccc1F)[C@H](C)CN([C@H](C)CO)S2(=O)=O	-0.9	0.8	-0.6	-45.8
CN(C)C(=O)c1cccc(-c2ccc([C@H]3[C@@H](CO)N4C(=O)CN(C(=O)C5CCCC5)C[C@@H]34)cc2)c1	nt	1.5	15.2	14.2
CC(C)NC(=O)Nc1ccc2c(c1)C(=O)N([C@@H](C)CO)C[C@H](C)[C@@H](CN(C)C(=O)CCCN(C)C)OCCCC[C@H](C)O2	27.9	1.1	-2.0	61.6
COCC(=O)N1[C@H](C(=O)N2CCCCC2)[C@@H](CO)[C@@H]2Cn3c(ccc(C4=CCCC4)c3=O)[C@@H]21	26.4	0.7	5.2	11.7
C[C@H](O)C#Cc1ccc([C@@H]2[C@H]3CN(C(=O)c4cccc(F)c4)CCCCN3[C@H]2CO)cc1	30.8	-0.8	11.3	9.1
COc1ccc(CN(C)C[C@@H]2OCCCC[C@@H](C)Oc3ccc(NC(=O)Nc4ccc5c(c4)OCO5)cc3C(=O)N([C@H](C)CO)C[C@H]2C)cc1	88.0	0.5	nt	-72.6
CO[C@@H]1CN(C)C(=O)c2cc(NS(=O)(=O)c3ccccc3Cl)ccc2OC[C@H](C)NC[C@H]1C	-17.4	0.3	nt	6.0
COc1ccc(CN(C)C[C@H]2Oc3ccc(NS(=O)(=O)c4ccc(OC)cc4)cc3CC(=O)N([C@@H](C)CO)C[C@H]2C)cc1	71.7	-1.2	-9.4	10.9
O=C(C[C@H]1C=C[C@@H](NC(=O)c2ccccc2)[C@H](CO)O1)NCc1ccc(Oc2ccccc2)cc1	33.0	-0.7	nt	-11.1
COc1ccccc1C(=O)Nc1ccc2c(c1)C(=O)N(C)C[C@@H](OC)[C@@H](C)CN(C(C)=O)[C@H](C)CO2	5.3	3.2	nt	1.4
Cc1noc(C)c1NC(=O)Nc1ccc2c(c1)C(=O)N([C@@H](C)CO)C[C@@H](C)[C@H](CN(C)S(=O)(=O)c1ccc(Cl)cc1)O2	38.5	0.7	2.8	-11.2
O=C(CC1CC1)N1CC(=O)N2[C@H](CO)[C@@H](c3ccc(-c4cccnc4)cc3)[C@@H]2C1	nt	-0.2	-4.4	10.0
C/C=C/c1cccc(-c2nc(C(=O)NCc3ccncc3)cc3c2[C@@H](CCO)N([S@](=O)C(C)(C)C)C3)c1	nt	1.4	7.2	-28.1
CO[C@H]1CN(C)C(=O)c2cc(NS(C)(=O)=O)ccc2OC[C@@H](C)N(CC2CCCCC2)C[C@@H]1C	-31.6	-0.5	nt	-25.4
COc1cccc(CNC(=O)C[C@H]2CC[C@@H]3[C@H](COc4ccc(NC(=O)c5cccs5)cc4C(=O)N3C)O2)c1	25.3	0.3	10.8	-8.1
C[C@@H](NC(=O)C[C@@H]1C[C@H]2c3cc(NC(=O)C4CCOCC4)ccc3O[C@H]2[C@@H](CO)O1)c1ccccc1	50.8	2.1	nt	10.1
COc1cccc(-c2ccc3c(c2)[C@@H]2[C@@H](CCN2C(=O)c2cccc(F)c2)[C@H](CO)N3)c1	79.5	1.0	20.9	-74.6
CCC(=O)N(C)C[C@@H]1Oc2cc(C#Cc3ccncc3)ccc2S(=O)(=O)N([C@@H](C)CO)C[C@@H]1C	69.5	-0.9	7.7	-20.1
C[C@@H]1CN([C@H](C)CO)S(=O)(=O)c2ccc(-c3ccccc3)cc2O[C@@H]1CN(C)C(=O)CN(C)C	22.1	2.1	-2.9	-37.6
C[C@H](CO)N1C[C@H](C)[C@@H](CN(C)C)Oc2ncc(-c3ccccc3)cc2C1=O	12.2	-1.6	-1.2	11.6

Some of the entries so far, field by field:
> CO[C@H]1CN(C)C(=O)c2cc(NS(C)(=O)=O)ccc2OC[C@@H](C)N(CC2CCCCC2)C[C@@H]1C
- Tcruzi prolif: -31.6
- GASC1 inh: -0.5
- C diff growth: nt
- Pf Dd2 inh: -25.4

> COc1cccc(CNC(=O)C[C@H]2CC[C@@H]3[C@H](COc4ccc(NC(=O)c5cccs5)cc4C(=O)N3C)O2)c1
- Tcruzi prolif: 25.3
- GASC1 inh: 0.3
- C diff growth: 10.8
- Pf Dd2 inh: -8.1

Remaining list, next part:
SMILES	Tcruzi prolif	GASC1 inh	C diff growth	Pf Dd2 inh
CS(=O)(=O)Nc1ccc2c(c1)[C@H]1C[C@@H](CC(=O)NCc3cc(F)ccc3F)O[C@@H](CO)[C@H]1O2	23.3	0.1	-4.7	6.2
CO[C@@H]1CN(C)C(=O)c2cc(NC(=O)c3cc(C)on3)ccc2OC[C@@H](C)NC[C@@H]1C	8.2	0.6	nt	3.8
C[C@@H]1CCCCO[C@@H](CN(C)C(=O)CCC(F)(F)F)[C@@H](C)CN([C@H](C)CO)C(=O)c2cc(NS(=O)(=O)c3ccccc3)ccc2O1	-5.4	-2.5	3.0	-4.4
C[C@@H]1CN([C@@H](C)CO)S(=O)(=O)c2ccc(C#Cc3ccccn3)cc2O[C@@H]1CN(C)Cc1ccccc1	108.0*	-4.6	1.1	-32.8
O=C(C[C@H]1CC[C@H](NC(=O)Cc2ccccn2)[C@H](CO)O1)NCCc1ccncc1	21.4	-0.1	nt	16.9
